# GSTO1 counter: counter-screen for RBBP9 inhibitors: inhibitors of human GSTO1; recombinant GSTO1, activity-based probe fluorescence polarization; inhibition, % at 5.96 µM; actives 1.1% (n = 300,000); AID 1974;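 active means inhibition above the campaign mean inhibition plus 3 SD, cut at about 35% in these data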;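 further: 0% = GSTO1-1 with DMSO and 100% = wells lacking GSTO1-1 enzyme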
# Target sequence (P78417 whole entry, looked up): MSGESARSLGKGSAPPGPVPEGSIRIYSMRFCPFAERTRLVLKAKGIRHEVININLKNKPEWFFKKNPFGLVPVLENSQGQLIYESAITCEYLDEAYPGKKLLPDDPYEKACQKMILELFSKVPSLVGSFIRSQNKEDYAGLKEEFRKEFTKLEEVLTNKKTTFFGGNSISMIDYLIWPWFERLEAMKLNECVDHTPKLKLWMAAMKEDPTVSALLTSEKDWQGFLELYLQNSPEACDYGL
# PME-1 primary: blocks human protein phosphatase methylesterase 1 | Q9Y570 | recombinant PME-1, FP-Rh probe fluorescence polarization | inhibition, % at 5.9 µM | actives 0.53% (n = 320,000) | AID 2130;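 active means inhibition above the campaign mean of all compounds plus 3 SD, cut at about 26% in these data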;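 further: competitive labeling of PME-1 active site by serine hydrolase directed probe; 0% = PME-1 with DMSO and 100% = wells lacking PME-1 enzyme; inhibitors block probe labeling so polarization falls and inhibition rises; many of its hits are not listed in these tables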
# PAD4 inh: inhibitors of human PAD4; recombinant PAD4, RCA probe fluorescence polarization; inhibition, % at 6.36 µM; actives 0.41% (n = 330,000);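 active means percent inhibition above a cutoff equal to the mean of all tested compounds plus 3 SD, cut at about 15% in these data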;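 further: 0% = PAD4 with RCA probe and DMSO and 100% = probe without PAD4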
# PAFAH2 inh: PAFAH2 (human) inhibition; Q99487; actives 0.99% (n = 340,000); inhibition, % at 3.39 µM; AID 492956; recombinant PAFAH2, FP-rhodamine activity probe, fluorescence polarization;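 active means inhibition above the mean over all tested compounds plus 3 SD, cut at about 30% in these data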;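 further: inhibitors block probe labeling of enzyme so polarization drops; 0% = enzyme with DMSO and 100% = wells lacking PAFAH2 protein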
# pPAFAH FP inh: pPAFAH (human) enzyme inhibition; Q13093; actives 1.5% (n = 330,000); inhibition, % at 3.39 µM; recombinant pPAFAH, FP-rhodamine probe fluorescence polarization;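 active means inhibition above the mean inhibition across the screen plus 3 SD, cut at about 25% in these data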;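 further: inhibitors block binding of the rhodamine activity-based probe so polarization drops; 0% = enzyme with DMSO and 100% = wells lacking pPAFAH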
# PAFAH1B2 FP inh: blocks human PAF acetylhydrolase 1b catalytic subunit 2; P68402; recombinant PAFAH1B2, FP-rhodamine activity probe, fluorescence polarization; inhibition, % at 3.39 µM; actives 1.2% (n = 340,000); AID 492953;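 active means inhibition above the mean of all tested compounds plus 3 SD, cut at about 24% in these data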;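 further: 0% = enzyme with DMSO and 100% = wells lacking PAFAH1B2; many of its hits are not listed in these tables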
# Target sequence (P68402 whole entry, looked up): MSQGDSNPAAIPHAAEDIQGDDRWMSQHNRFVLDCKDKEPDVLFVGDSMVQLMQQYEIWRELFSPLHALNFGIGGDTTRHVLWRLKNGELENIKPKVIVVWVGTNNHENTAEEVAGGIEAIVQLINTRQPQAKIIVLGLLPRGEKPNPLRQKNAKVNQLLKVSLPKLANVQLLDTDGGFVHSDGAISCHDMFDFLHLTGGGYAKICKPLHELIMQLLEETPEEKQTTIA
# LYPLA1 counter: counter-screen for PME1 inhibitors: inhibitors of human LYPLA1. recombinant LYPLA1, FP-Rh probe fluorescence polarization. inhibition, % at 5.9 µM. actives 0.16% (n = 320,000). AID 2174;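 active means inhibition above the mean of all tested compounds plus 3 SD, set per campaign, cut at about 14% in these data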;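 further: inhibitors block serine hydrolase probe labeling of LYPLA1 so polarization falls; 0% = enzyme with DMSO and 100% = wells lacking LYPLA1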
# Target sequence (O75608 whole entry, looked up): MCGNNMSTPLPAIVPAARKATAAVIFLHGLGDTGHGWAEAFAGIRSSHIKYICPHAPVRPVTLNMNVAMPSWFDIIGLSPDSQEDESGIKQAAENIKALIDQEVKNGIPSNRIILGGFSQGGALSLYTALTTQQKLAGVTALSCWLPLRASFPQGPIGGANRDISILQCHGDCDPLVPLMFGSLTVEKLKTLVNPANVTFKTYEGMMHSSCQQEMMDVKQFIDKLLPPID
# LYPLA2 counter: blocks human lysophospholipase 2, a PME1 counter-screen; O95372; recombinant LYPLA2, FP-Rh probe fluorescence polarization; inhibition, % at 5.9 µM; actives 0.38% (n = 320,000);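 active means inhibition above the screen-wide mean plus 3 SD, limit set per campaign, cut at about 26% in these data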;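 further: 0% = LYPLA2 with DMSO and 100% = wells lacking LYPLA2 enzyme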
# PAFAH1B3 FP inh: inhibitors of human PAFAH1B3. recombinant PAFAH1B3, FP-rhodamine probe, fluorescence polarization. AID 492972. inhibition, % at 3.39 µM. Q15102. actives 0.28% (n = 340,000);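 active means inhibition above the screen-wide average of all tested compounds plus 3 SD, cut at about 25% in these data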;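 further: 0% = enzyme with DMSO only and 100% = wells lacking PAFAH1B3 protein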
# Target sequence (Q15102 whole entry, looked up): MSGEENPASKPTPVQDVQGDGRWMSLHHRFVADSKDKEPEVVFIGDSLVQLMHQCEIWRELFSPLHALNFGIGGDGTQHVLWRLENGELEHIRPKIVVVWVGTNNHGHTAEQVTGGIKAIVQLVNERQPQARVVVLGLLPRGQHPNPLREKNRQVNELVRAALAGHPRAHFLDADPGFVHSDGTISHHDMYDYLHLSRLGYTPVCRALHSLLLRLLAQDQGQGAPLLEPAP
# * = called active by the depositor; / = no result given. These rows are one share of the data (hit frequency here may not be typical).
SMILES	pPAFAH FP inh	LYPLA1 counter	PAFAH1B2 FP inh	LYPLA2 counter	PAFAH1B3 FP inh	PAD4 inh	GSTO1 counter	PME-1 primary	PAFAH2 inh
Nc1c(C(=O)N/N=C/c2cccnc2)oc2nc(-c3ccco3)cc(-c3ccco3)c12	24.0	-2.3	/	-9.2	/	-3.0	9.2	7.3	/
CC1(C)CC(=O)C(C(c2ccc(F)cc2)C2C(=O)CC(C)(C)CC2=O)C(=O)C1	-2.1	-0.3	5.0	-6.1	4.9	-1.4	1.6	-2.4	-4.6
CCCCNc1oc(-c2ccc(OC)cc2)nc1S(=O)(=O)c1ccccc1	3.4	-4.2	-1.2	-5.8	8.4	-2.5	-7.5	3.7	0.5
CC(C)(C)c1ccc(C(=O)Nc2nnc(C3=COCCO3)o2)cc1	4.5	0.8	20.9	3.0	1.6	-3.9	-17.3	3.4	6.4
COC(=O)c1ccccc1NS(=O)(=O)c1ccc2c(c1)oc(=O)n2C	-3.6	-1.7	-2.7	1.2	-0.3	-1.3	2.8	-1.3	2.9
Cc1nn(C)cc1/C=N/NC(=S)Nc1ccccc1	-0.5	-0.2	2.6	-0.9	-2.8	-0.5	18.8	11.7	4.4
CN(C(=O)Cc1csc(-c2ccccc2)n1)c1c(N)n(Cc2ccccc2)c(=O)[nH]c1=O	0.9	1.0	4.0	-1.2	4.6	-0.5	5.3	-0.1	-7.5
O=C(NCCN1CCOCC1)c1cc(Sc2ccc(F)cc2F)nc2ccccc12	4.2	-0.7	3.8	2.0	3.0	1.6	-0.2	4.2	4.2
CC1CC1C(=O)Nc1nc(-c2ccccc2)cs1 (configuration not stated)	5.7	-3.9	4.1	-8.3	4.4	-2.3	-7.5	-9.2	-0.4
CC(=O)Nc1ccc(N2CCCC2)cc1	6.5	8.2	2.2	0.2	3.2	-1.7	22.5	6.8	7.6
O=C1C(=O)N(Cc2cccnc2)C(c2cccc([N+](=O)[O-])c2)/C1=C(\O)c1ccc2c(c1)OCCO2 (configuration not stated)	6.9	-1.0	1.9	5.4	10.2	-1.0	-6.2	1.5	5.0
Cc1ccc2oc(-c3cccc(NC(=O)c4ccc(Br)o4)c3)nc2c1	-5.5	-0.8	-3.5	-5.2	-11.4	-6.0	-12.6	-7.0	-0.3
CCOC(=O)C1=C(c2ccccc2)NC(=O)N(C(C)=O)C1c1cccc([N+](=O)[O-])c1 (configuration not stated)	0.4	3.3	5.5	1.6	7.8	4.4	5.6	5.6	9.6
Fc1ccc(CSc2ccc(-c3ccc4c(c3)OCO4)nn2)cc1	0.0	0.6	-2.4	2.5	2.1	2.7	-1.1	-5.1	-14.2
Cc1cccc(NC(=O)COC(=O)c2cc(C)oc2C)c1	-2.0	3.4	-1.4	2.4	0.8	-3.0	6.8	-1.3	74.7*
O=c1[nH]c(SCCOc2ccccc2)nc2ccccc12	6.2	-3.3	10.6	-5.8	7.8	-1.2	-22.0	-4.6	6.2
Cc1cccc(N2CCN(C(=O)CSc3ccc4c(c3)OCCO4)CC2)c1C	4.6	3.2	5.2	-0.4	3.6	-3.7	/	-5.2	-0.4
NC(=O)c1c(NC(=O)c2ccccc2)sc2c1CCN(Cc1ccccc1)C2	1.7	1.9	1.5	5.4	5.9	-0.2	0.5	1.0	-7.2
COc1cccc(C(=O)NN2CC(O)=C(c3nc4ccccc4s3)C2=N)c1	1.4	-1.0	7.0	-2.8	11.9	-10.0	-7.8	4.7	4.3
Cc1ccc2nc(-c3ccccc3)c(CC(=O)O)c(C(=O)O)c2c1	1.2	0.8	5.1	-3.5	7.1	-2.0	8.5	2.0	8.8
CN1CCN(c2ccc(S(=O)(=O)N3CCCCC3)cc2NC(=O)c2ccc(F)cc2F)CC1	5.0	-3.4	-4.3	4.0	-4.4	5.0	11.6	-3.4	12.0
COc1cc(S(=O)(=O)Nc2ncn[nH]2)ccc1Cl	-2.2	0.2	-1.9	2.5	-0.1	0.3	0.2	0.1	8.7
Cc1ccc(N(Cc2cc3ccccc3[nH]c2=O)S(C)(=O)=O)cc1	2.7	0.1	10.1	-2.8	16.1	-4.8	5.1	-3.5	8.6
Cc1nn(CC(C)C)c2sc(C(=O)NC3CC(C)(C)NC(C)(C)C3)cc12	3.1	0.2	1.3	1.7	7.4	-4.7	3.2	7.0	0.9
Cc1ccc(Cc2cnc(NC(=O)CN3CCOCC3)s2)cc1Cl	9.7	-2.4	3.9	0.8	7.3	1.4	7.5	-0.2	8.7
COc1ccc(-n2c3c(cc(C(=O)Nc4cccc(C)n4)c2=O)C(=O)CC(C)(C)C3)cc1	1.8	-3.1	1.9	-1.3	6.5	0.6	6.9	-1.5	-2.6
O=C(CCCCCN1C(=O)c2ccccc2C1=O)Nc1ccc2c(c1)OCCO2	5.2	0.8	-1.0	0.3	-5.6	-0.4	-1.0	7.5	-5.8
COC(=O)c1ccc(NCC(=O)Nc2cc(C)cc(C)c2)cc1	-0.2	-0.7	0.1	4.5	2.3	3.0	5.7	1.7	6.3
CCn1nc(NC(=O)c2ccco2)c2cc3ccc(C)cc3nc21	3.1	6.1	2.4	6.9	7.0	-4.4	-1.2	-0.1	1.5
N=c1c2c3c(sc2nc2n1CCC2)CCCC3	1.1	-1.6	2.7	2.9	8.4	-0.3	0.4	-3.9	3.3
C=C(C)Cn1c(C)cc(C)c(S(=O)(=O)c2cccc(C)c2)c1=O	-1.1	-1.7	0.2	1.7	7.8	1.2	2.3	11.2	-3.6
COc1ccccc1/C=C/C(=O)Nc1ccc(S(=O)(=O)Nc2cc(C)on2)cc1	-5.6	-3.6	1.4	-0.4	-3.8	-4.8	-11.8	-1.7	-10.7
COC(=O)c1c(NC(=O)Cc2ccccc2)sc2c1CCN(C(C)C)C2	9.3	0.6	5.5	2.1	-0.6	-1.1	5.3	2.8	0.2
O=c1oc2cc(OCc3ccc([N+](=O)[O-])cc3)ccc2c2c1CCCC2	3.6	5.4	2.9	4.8	9.9	3.1	-0.3	-0.7	-5.5
CCOC(=O)c1c(NC(=O)c2ccn(CC)n2)sc2c1CCCC2	-1.3	-6.9	0.5	-7.5	1.5	-3.8	10.7	-7.4	0.6
CC(C)C(OC(=O)c1ccccc1)c1nccc2ccccc12 (configuration not stated)	-0.9	0.1	4.3	5.7	11.2	0.1	0.8	2.2	11.4
CC(=O)Oc1ccc(N(C(C)=O)S(=O)(=O)c2ccc3ccccc3c2)cc1	5.7	-3.5	0.2	0.5	0.5	-0.1	-2.1	0.8	-1.3
COc1ccc(CCn2nnnc2C(C(C)C)N2CCC(C(N)=O)CC2)cc1OC (configuration not stated)	3.2	-1.9	2.8	4.9	0.5	1.6	-1.5	-7.8	-3.9
CCN(CC)C(=O)Cc1c(OC)ccc2cc(Br)ccc12	3.3	0.2	9.9	-2.2	11.3	-1.5	0.9	-4.0	5.1
COc1cc2nc(C3CC3)n(NC(=O)c3ccc(F)cc3)c(=O)c2cc1OC	1.4	1.6	2.8	5.5	2.8	2.1	2.4	0.4	-0.8
O=C(C1CC1c1ccccc1)N1CCOCC1 (configuration not stated)	-0.4	2.6	-2.1	-5.5	0.7	1.2	0.5	-10.2	-0.1
O=C(NN=C1CCCCCCCCCCC1)c1cccnc1	-1.6	1.1	2.1	-1.2	-2.9	2.1	5.1	-1.0	-3.5
Cn1c(N2CCN(S(=O)(=O)c3ccc(Cl)cc3)CC2)nc2ccccc21	2.7	-0.3	10.6	-0.6	0.3	-0.7	3.6	13.0	0.7
CCCN(CCC)c1nc(Cl)nc(NCc2ccco2)n1	25.5*	-2.8	-2.3	-0.5	8.4	-2.3	-13.0	9.0	-0.3
O=c1[nH]c2ccccc2nc1Cc1ccc([N+](=O)[O-])cc1	2.6	2.4	1.1	6.7	3.6	-3.0	8.2	-0.8	-2.3
Cc1ccc2c(c1)c1c(n2C)C(C(N)=O)CCC1 (configuration not stated)	6.2	3.1	3.4	9.3	11.5	-2.9	2.1	3.5	-4.1
COc1ccc(N(CC(=O)NCCSC(C)(C)C)S(C)(=O)=O)c(OC)c1	0.1	0.7	-0.2	1.6	4.9	-2.1	4.3	-2.6	4.3
Cc1ccc(C(=O)NCC(=O)NCc2cc(=O)n(C)c(=O)n2C)cc1C	4.2	-0.9	-5.6	-3.5	4.3	-2.5	3.2	5.5	-5.7
Cc1[nH]c2ccccc2c1C(=O)C(=O)NCc1ccco1	-3.9	0.9	1.3	-1.6	2.0	-2.6	5.4	6.2	-2.7
Cc1ccc2c(c1)NC(=O)C(CC(=O)NCCCN1CCN(c3cc(C)ccc3C)CC1)O2 (configuration not stated)	8.5	-3.2	0.7	-0.8	-0.9	2.4	-2.6	1.0	0.2

# Other results
SMILES	pPAFAH FP inh	LYPLA1 counter	PAFAH1B2 FP inh	LYPLA2 counter	PAFAH1B3 FP inh	PAD4 inh	GSTO1 counter	PME-1 primary	PAFAH2 inh
Cc1ccc(NCC(=O)N/N=C/c2cc(O)ccc2[N+](=O)[O-])cc1	30.0*	-0.2	/	0.8	/	-4.9	3.4	-1.1	/
COc1ccc(CCn2c(-c3cc([N+](=O)[O-])cc([N+](=O)[O-])c3)nc3nc4ccccc4nc32)cc1OC	-1.2	0.1	-2.3	3.6	0.6	-1.1	-0.7	2.1	-5.1
O=C(Nc1cccc(-n2cccn2)c1)C1CCCN(Cc2ccccc2F)C1 (configuration not stated)	1.3	0.2	2.6	-1.9	-0.2	-4.0	-4.1	5.0	-4.0
COC(=O)C1=C(C)N(C)C(=O)NC1c1ccc(O)c(Cl)c1 (configuration not stated)	5.2	-3.5	-1.2	1.3	7.3	0.3	-1.8	-2.7	6.3
CCOC(=O)c1nnn(-c2nonc2N)c1-c1ccc(OC)cc1	0.9	2.0	1.4	-4.3	5.3	-3.0	-4.3	1.4	10.8
Cc1cc(-n2nc(C)cc2C)nc(NS(=O)(=O)c2ccccc2)n1	-2.0	-2.3	1.7	-2.3	7.6	-11.3	-7.4	-4.2	0.0
CC(C)CCNC(=O)C(c1ccncc1)N(CC1CCCO1)C(=O)Cn1nnc(-c2ccc(F)cc2)n1 (configuration not stated)	-3.7	-4.1	-3.6	-1.6	1.7	1.7	2.0	1.7	25.6
CN(C)C(CN1C(=O)C2CC=CCC2C1=O)c1cn(C)c2ccccc12 (configuration not stated)	3.3	-0.6	-2.4	2.2	10.8	-0.9	2.1	8.0	5.3
CN(C)CCNC(=O)c1cccc(S(=O)(=O)Nc2ccc(F)cc2)c1	25.3*	-2.4	-0.3	4.5	2.1	-7.3	-3.9	-4.2	-6.9
COc1ccc2oc(-c3cccc(NC(=O)CSc4ccc(Cl)cc4)c3)nc2c1	-2.8	-6.8	-2.8	-0.9	-2.6	-1.4	-6.3	-4.2	-11.0
O=C(Nc1scc(-c2ccc(Br)cc2)c1C(=O)O)c1ccccc1F	4.0	1.0	14.4	-3.5	6.5	0.8	-6.4	-11.7	7.7
Cc1[nH]c2ccccc2c1C(Nc1nccs1)c1ccncc1 (configuration not stated)	-0.7	-0.5	10.7	0.6	5.0	0.3	1.0	-1.0	-3.4
